# TR SRC2 fluor cs: Texas Red fluorescence interference in TRb-SRC2 counter-screen. TRb/SRC2 Texas Red total fluorescence interference. Potency, µM (top dose mostly 106 µM), for the others: at the highest dose fluorescence change, negative = quenching. actives 0.29% (n = 280,000); active = well fitted curve in either direction with a large enough effect; inconclusive = small, poorly fitted or top-dose-only effect; also: % is scaled to controls: 0 for no effect and ±100 for the full control effect
#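 Human TRb ligand-binding domain at 0.6 uM with 20 nM Texas Red SRC2 peptide in Tris buffer containing 1 uM T3 and 5% DMSO, incubated with compound 5 h at ambient temperature. Total fluorescence (555/632 nm) calculated as parallel + 2 × perpendicular.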
# Tau fluor cs: counter-screen for tau fibril formation inhibitors; AID 1463; tau K18 P301L Alexa594 fluorescence, heparin fibrillization; Potency, µM (top dose mostly 57.7 µM), inactives show at the highest dose activity change, negative = decrease; actives 0.93% (n = 280,000); also: % is scaled to controls: 0 for no effect and ±100 for the full control effect; nearly all actives have a fitted effect of over 55% in size
#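 Human K18 P301L tau (15 uM unlabeled plus 0.24 uM Alexa 594-labeled, final) in 100 mM sodium acetate pH 7 was mixed with compound and 20 uM heparin and incubated 6 hr at 37 C.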
# HTT ATP protect: cytoprotection in Huntington HTT-Q103 PC12 cell model. PC12 HTT-Q103 induced, cytoprotection, ATP luminescence, 40 h. Potency, µM (highest dose often 56.4 µM), for inactives: cytoprotection (ATP increase), hits mostly activators. actives 0.14% (n = 230,000). AID 1471;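 also: % of control where 0% means no effect; nearly all actives have a fitted effect of over 45% in size; toxic huntingtin expression switched on by the ecdysone agonist tebufenozide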
#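 Quantitative HTS on tebufenozide-induced (100 nM) PC12 cells expressing HTTQ103 exon 1–GFP; compounds tested as a concentration series; survival measured via cellular ATP.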
# Tau fibril ThT: inhibitors of human tau fibril formation, thioflavin T binding; P10636; Potency, µM (series often up to 57.4 µM), for inactives: at the highest dose activity, negative = inhibition, hits mostly inhibitors; recombinant tau K18 P301L (four-repeat tau fragment), heparin-induced fibrillization, ThT fluorescence; actives 2.1% (n = 270,000); also: % is scaled to controls: 0 for no effect and ±100 for the full control effect; nearly all actives have a fitted effect of over 55% in size
# Target sequence (P10636 561-689 P618L limits assumed): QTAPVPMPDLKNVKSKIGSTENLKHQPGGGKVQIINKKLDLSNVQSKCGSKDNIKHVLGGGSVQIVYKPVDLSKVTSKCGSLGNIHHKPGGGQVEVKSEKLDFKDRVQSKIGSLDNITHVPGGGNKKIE
#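 Aggregation was driven by heparin (20 uM final) acting on recombinant tau […] bearing P301L in 100 mM sodium acetate pH 7; fibrils were detected with Thioflavin T.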
# L3MBTL1 block: inhibitors of human L3MBTL1; Potency, µM (highest dose often 57.1 µM), without a hit: at the top dose activity, negative = inhibition, actives largely listed as inhibitors; AlphaScreen L3MBTL1–H3K9me1 peptide binding; Q9Y468; actives 0.66% (n = 230,000); AID 485360; also: % is scaled to controls: 0 for no effect and ±100 for the full control effect; nearly all actives have a fitted effect of over 60% in size
#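 L3MBTL1 50 nM + b-AHA-H3(1-15)K9me1 75 nM, 30 min RT; compound added, 30 min RT; streptavidin donor/Ni-chelate acceptor beads 10 ug/mL each final, 30 min RT dark; AlphaScreen read.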
# RECQ1 helicase: blocks DNA unwinding by human RECQ1. P46063. RECQ1 DNA unwinding, red fluorescence kinetic read. Potency, µM (highest dose often 57.3 µM), inactives show at the highest dose activity, negative = inhibition, most hits filed as inhibitors. actives 0.54% (n = 240,000);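 also: plate controls were vehicle for no effect and no enzyme for full effect; nearly all actives have a fitted effect of over 30% in size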
# Target sequence (P46063 whole entry, looked up): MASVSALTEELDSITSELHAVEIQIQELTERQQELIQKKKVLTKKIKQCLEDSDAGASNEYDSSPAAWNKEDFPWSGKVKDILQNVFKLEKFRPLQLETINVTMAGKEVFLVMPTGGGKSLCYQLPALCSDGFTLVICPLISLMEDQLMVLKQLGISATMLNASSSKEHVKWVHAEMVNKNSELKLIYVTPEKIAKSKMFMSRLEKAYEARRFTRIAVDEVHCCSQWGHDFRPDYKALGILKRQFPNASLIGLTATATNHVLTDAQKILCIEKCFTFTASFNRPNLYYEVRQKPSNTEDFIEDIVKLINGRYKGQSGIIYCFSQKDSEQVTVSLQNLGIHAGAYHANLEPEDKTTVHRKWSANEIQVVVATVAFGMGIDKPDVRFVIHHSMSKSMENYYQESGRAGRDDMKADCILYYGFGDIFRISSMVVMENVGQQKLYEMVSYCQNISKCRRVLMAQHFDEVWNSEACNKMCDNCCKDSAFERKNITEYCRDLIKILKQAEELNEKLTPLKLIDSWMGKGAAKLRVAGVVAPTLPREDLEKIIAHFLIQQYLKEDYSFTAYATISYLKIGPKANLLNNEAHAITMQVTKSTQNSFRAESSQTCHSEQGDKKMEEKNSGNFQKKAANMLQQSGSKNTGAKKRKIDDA
#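 50 nM RECQ1T1 preincubated 15 min with compound in Tris pH 8.0 buffer with MgCl2, DTT, Tween-20 and 2.5 ug/ml poly(dI-dC); started with 200 nM TAMRA/BHQ-2 forked duplex and 2 mM ATP. Unwinding read as fluorescence (525/598 nm), two reads 2 h apart.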
# Tau FP inhib: tau fibrillization inhibition (FP) | K18 P301L tau heparin fibrillization, Alexa594 FP, 6 h | P10636 | Potency, µM (doses to about 57.7 µM), for the others: top-dose activity, negative = inhibition, hits mostly inhibitors | actives 0.39% (n = 280,000) | AID 1468; also: % is scaled to controls: 0 for no effect and ±100 for the full control effect; nearly all actives have a fitted effect of over 55% in size
#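 Human K18 P301L fragment (15 uM unlabeled plus 0.24 uM Alexa 594-labeled) in 100 mM sodium acetate pH 7 with compound, aggregation induced by 20 uM heparin for 6 hr at 37 C. ThT (30 uM) added for 1 hr, then Alexa 594 FP read.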
# TRb-SRC2 inh: TRbeta-SRC2 interaction inhibition; TRbeta-SRC2 peptide binding, fluorescence polarization; receptor liganded with 1 µM T3; Potency, µM (titrated, usually from 106 µM), inactives show at the highest dose activity change, negative = inhibition, actives largely listed as inhibitors; actives 0.065% (n = 280,000); AID 1469;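 also: plate controls were bound peptide for no effect and peptide without receptor for full effect; nearly all actives have a fitted effect of over 50% in size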
#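 Human TRb ligand-binding domain (0.6 uM) is mixed with 20 nM Texas Red SRC2 peptide and 1 uM T3; after compound addition and 5 hr at ambient temperature, polarization is measured and normalized to unbound and bound controls.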
# The depositor's hits bear a star; i = inactive; u = inconclusive; x = not tested or not shown; [ ] = dose if it differs, or a comment. Unless noted, calls follow the shape of the dose curve; as a rule, active = well fitted curve in the direction sought with a large enough effect; inconclusive = small, poorly fitted or top-dose-only effect, or another doubt; inactive = no such curve, though single readings can be large; an effect the other way counts as inactive or inconclusive. Potency is read from the fitted curve at half-maximal effect. The list is partial; rates above refer to the full screens.
SMILES,TR SRC2 fluor cs,Tau fluor cs,HTT ATP protect,Tau fibril ThT,L3MBTL1 block,RECQ1 helicase,Tau FP inhib,TRb-SRC2 inh
O=C(CCc1ccc(S(=O)(=O)N2CCOCC2)cc1)Nc1ccc(N2CCOCC2)cc1,1%,-5%,-5%,-14%,x,8%,10%,-4%
COc1ccc(OC)c(CCNC(=O)Cn2ccc3cc(S(=O)(=O)N4CCCCC4)ccc32)c1,-2%,-23%,x,-3%,x,x,11%,0%
CCCc1cc(C(=O)N2CCN(C(c3ccccc3)c3ccccc3)CC2)no1,0%,-9%,-16%[10 µM],u,8%,-5%,-1%,13%
COc1ccc(S(=O)(=O)N2CCOCC2)cc1Cl,-2%,-6%,6%,-9%,x,-11%,-3%,2%
CCOc1ccc(NC(=O)C(CC)n2nc(C)c3c(C)n(-c4ccccc4)nc3c2=O)cc1 (centres undefined),-1%,-23%,x,u,x,x,4%,-2%
CCOC(=O)N1CCN(C(=O)Nc2ccc(NC(=O)N3CCN(C(=O)OCC)CC3)cc2)CC1,-1%,2%,-4%[10 µM],u,-1%,i,1%,-9%
COc1ccc(S(=O)(=O)N(CC(=O)NCc2ccccc2)c2ccc(C)cc2)cc1OC,4%,-7%,x,-3%,x,x,6%,-6%
Cc1cccc(C)c1OC(=O)CN(c1ccc(Cl)cc1)S(C)(=O)=O,-1%,-19%,12%[10 µM],-15%,8%,1%,4%,-15%
Cc1csc(NC(=O)Nc2cccc(Cl)c2)n1,1%,u,-25%[10 µM],4%,3%,-5%,-10%,-1%
Cc1ccc(CN2CC(C(=O)Nc3nnc(SCc4c(Cl)cccc4Cl)s3)CC2=O)cc1 (centres undefined),1%,-26%,5%[10 µM],-16%,-21%,-22%,10%,2%
COc1ccc(-n2c(/C=C/c3cccc4ccccc34)nc3ccccc3c2=O)cc1OC,-3%,-9%,x,-5%,x,x,2%,7%
COc1cccc(CN2C(=O)c3cccc(N)c3C2=O)c1,0%,-14%,x,u,72%[activator],0%,-7%,4%
NC(=O)c1ccsc1NC(=O)COC(=O)Cc1cccc2ccccc12,-5%,u,4%[10 µM],u,x,i,u,-3%
CCc1n[nH]c(=S)n1/N=C/c1ccc(N(CC)CC)cc1,-6%,-29%,-51%[inhibitor],u,x,i,2%,-2%
COC(=O)c1ccc2c(=O)n3nc(Nc4cc(OC)ccc4OC)sc3nc2c1,-3%,4%,x,8%,x,x,4%,0%
CCOC(=O)Cc1nnc(NC(=O)C2CCCCC2)s1,-1%,3%,x,-3%,-1%,i,0%,-5%
COc1cccc(Cn2c(=O)n(-c3cccc(Cl)c3)c(=O)c3c4c(sc32)CN(C(C)=O)CC4)c1,6%,-4%,x,-10%,x,x,9%,3%
CCCOc1ccc(CCC(=O)N/N=C/c2ccc([N+](=O)[O-])o2)cc1,0%,u,21%[10 µM],u,-20%,17%,5%,-5%
NS(=O)(=O)c1cccc(NC(=O)Nc2ccccc2)c1,-1%,u,-14%[10 µM],x,x,-7%,-1%,0%
COc1ccc(Cc2n[nH]c(=S)o2)cc1,-1%,7%[2.34 µM],10%[10 µM],-5%,8%,22%,7%,-2%
N#CC1=C(N)Oc2n[nH]c(-c3ccc(F)cc3)c2C1c1cccnc1 (centres undefined),-5%,-20%,5%[10 µM],u,x,-14%,-3%,-1%
O=C1C2C3C=CC(C2C(=O)N1c1ccc(O)cc1)C1C2C(=O)N(c4ccc(O)cc4)C(=O)C2C31 (centres undefined),8%,-26%,19%[10 µM],x,x,-4%,-6%,-8%
COc1ccnc(Oc2ccccc2)c1C(=O)N/C=N/OCc1ccccc1F,3%,-13%,7%[10 µM],-2%,9%,i,-6%,0%
O=C(N/N=C/c1ccncc1)c1ccccc1,-2%,2%,-8%,-8%,1%,-6%,2%,-4%
CCOC(=O)c1cc2sccc2n1CC(=O)N1CCN(C(=O)c2ccco2)CC1,-4%,-6%,-15%,-2%,0%,-3%,-10%,3%
CC(C)CCNC(=O)c1cc2c(s1)-c1ccccc1S(=O)(=O)C2,-1%,-21%,-8%[10 µM],x,x,-5%,-8%,2%
Cc1ccc(Cn2c(O)c(N=O)c3ccccc32)cc1,-2%,-4%,-23%,-17%,-9%,u,-4%,-3%
O=C(Cn1ncc2c(=O)oc3ccccc3c21)NCC1COc2ccccc2O1 (centres undefined),0%,-15%,-13%,-15%,x,-7%,6%,4%
Cc1cccc(N2C(=O)C3C4C=CC(C4)C3C2=O)c1 (centres undefined),-2%,-1%,5%[10 µM],2%,6%,i,0%,-6%
Cc1c(Cl)cccc1NC(=S)N1CCN(Cc2ccc3c(c2)OCO3)CC1,-15%,-4%,33%[10 µM],1%,-3%,2%,-11%,3%
O=C(O)CSc1ccc2nnc(-c3cccnc3)n2n1,2%,4%,-38%,2%,x,-9%,0%,15%
CCOC(=O)c1c(-c2ccc(C)cc2)csc1NC(=O)c1cc2ccccc2oc1=O,-3%,-1%,-5%,-16%,-5%,-10%,5%,-9%
CCc1ccc(S(=O)(=O)c2nnn3c2nc(NCc2ccccc2)c2cc(Cl)ccc23)cc1,5%,-11%,x,7%,x,x,u,-8%
CCC(C)NCCOCCOc1ccc(F)cc1 (centres undefined),0%,-6%,0%,-8%,x,1%,-1%,-6%
CSc1nc(N)c2ncn([C@H]3O[C@H](COP(=O)(O)OP(=O)(O)OP(=O)(O)O)[C@@H](O)[C@@H]3O)c2n1,0%,-3%,u,0%,x,-7%,6%,7%
c1ccn2c(SCc3cn4ccsc4n3)nnc2c1,-3%,-2%,4%[10 µM],-13%,-4%,-3%,-8%,-6%
NNC(=O)CCS(=O)(=O)c1ccc2ccccc2c1,1%,-8%,8%[10 µM],-9%,-26%,i,12%,-10%
COc1ccc(-c2noc(CSc3nnc(-c4ccncc4)n3-c3cccc(C)c3)n2)cc1OC,5%,-8%,x,-11%,x,x,2%,5%
CCN(CC)C(=O)c1c2c(nc3ccccc13)-c1ccccc1CC2,-1%,-14%,8%[10 µM],-2%,u,-5%,10%,-14%
COc1ccc(NC(=O)c2cc3c(=O)[nH]c4ccccc4c3n2C)cc1Cl,2%,u,x,12%,x,x,-6%,-7%
Cc1csc(SCc2nnc(-c3ccc(Cl)cc3)o2)n1,0%,-15%,-29%,-18%,x,-8%,0%,6%
CC(C)c1ccccc1NC(=O)COC(=O)c1ccc(Cl)c(S(=O)(=O)N2CCCCCC2)c1,-1%,-12%,17%[10 µM],-2%,8%,2%,-10%,2%
O=C(N/N=C/c1c(Cl)cccc1Cl)c1n[nH]c2c1CCCC2,1%,-4%,-24%[10 µM],1%,-9%,3%,-3%,9%
CCC(=O)Nc1nonc1-c1nc2ccccc2n1CC(C)C,-2%,-3%,19%,-7%,x,-8%,3%,8%
CCSc1nc2ccccc2n1CC(=O)N1CCOCC1,-2%,3%,-10%,7%,-10%,8%,2%,1%
COc1ccc2[nH]c(=O)c(CN(C(=O)C3CCCO3)c3cccc(C)c3)cc2c1 (centres undefined),0%,-12%,11%[0.074 µM],-17%,x,13%,-6%,1%
CCOC(=O)c1cc(CC)sc1/N=C/C1C(=O)CCCC1=O,-2%,-8%,-14%,u,0%,i,-9%,0%
CCOc1ccc2c(c1)c(N=O)c(O)n2C,-2%,-5%,8%[10 µM],u,-4%,-1%,3%,-1%
O=C(Nc1ccccc1C(F)(F)F)c1noc2c1CCCC2,1%,-4%,x,-3%,x,x,0%,-2%
CCOc1cc(/C=C2\SC(=O)N(CC(=O)Nc3ccccc3F)C2=O)cc([N+](=O)[O-])c1O,-3%,u,-1%[10 µM],7.9µM*,-16%,-14%,5%,-1%
Cc1onc(-c2ccccc2)c1C(=O)NC(=S)Nc1sc2c(c1C#N)CCCC2,-1%,-28%,-9%[10 µM],28µM*,-7%,5%,u,-1%
Cc1cc(C)n(CC(O)CN(c2ccccc2)S(=O)(=O)c2ccc3ccccc3c2)n1 (centres undefined),-1%,-5%,-8%[10 µM],-5%,2%,-10%,11%,0%
Cc1ccccc1S(=O)(=O)c1cc(C#N)c(=O)[nH]c1N,-2%,3%,-24%,4%,-18%,i,0%,-6%
Cc1cn2c(=O)cc(COC(=O)c3ccc(NC(=O)COc4ccccc4F)cc3)nc2s1,0%,-3%,x,-2%,x,x,-3%,1%
Cc1nc2ccc(S(=O)(=O)N(CC(=O)Nc3cccc(F)c3)Cc3ccccc3)cc2s1,-3%,-15%,x,10%,x,x,-14%,6%
Cn1c(=O)c2c(-c3ccccc3)n(N3CCOCC3)cc2n(C)c1=O,1%,-1%,-25%[0.074 µM],9%,-6%,-7%,-15%,-12%
CCN(CC)S(=O)(=O)c1cccc(C(=O)/C=C2/N(C)c3ccccc3C2(C)C)c1,0%,-28%,12%[10 µM],-19%,90%[activator],-2%,12%,2%
CCN(CC)c1ccc(NC(=O)c2ccc(Cl)nc2)cc1,2%,-6%,-18%,-6%,-11%,-3%,5%,0%
O=C(NC1CCCC1)C(NS(=O)(=O)c1cccc2nsnc12)c1ccccc1 (centres undefined),0%,-3%,2%[10 µM],0%,4%,2%,-12%,-5%

# Single records, as listed above. Order of values: TR SRC2 fluor cs	Tau fluor cs	HTT ATP protect	Tau fibril ThT	L3MBTL1 block	RECQ1 helicase	Tau FP inhib	TRb-SRC2 inh
# `Cn1c(=O)c2c(-c3ccccc3)n(N3CCOCC3)cc2n(C)c1=O` is entered as 1%	-1%	-25%[0.074 µM]	9%	-6%	-7%	-15%	-12%
# `CCOc1ccc2c(c1)c(N=O)c(O)n2C` is entered as -2%	-5%	8%[10 µM]	u	-4%	-1%	3%	-1%
# `CCOc1cc(/C=C2\SC(=O)N(CC(=O)Nc3ccccc3F)C2=O)cc([N+](=O)[O-])c1O` is entered as -3%	u	-1%[10 µM]	7.9µM*	-16%	-14%	5%	-1%

# Source: PubChem BioAssay
